p53ts 32C tox – kills p53ts cells at the permissive temperature | Potency, µM (series often up to 46.1 µM), inactives show top-dose activity change, negative = cytotoxicity, actives largely listed as cytotoxic | 0.93% of 130,000 active | AID 924 | H1299-p53A138V at 32C, ATP luminescence viability, 24 h;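 further: 0% = DMSO and -100% = full killing by reference compound; nearly all actives have a fitted effect of over 55% in size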
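Cells: H1299 p53ts (A138V), 600/well, pre-incubated 16–30 h at 37C. Cpd up to 46 uM, 24 h, 32C. Readout: ATPlite luminescence, 20 min RT. Normalization: DMSO vs tamoxifen 100 uM. AC50 by Hill equation.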
Peg3 imprint – inducers of genomic imprint erasure in mouse ES cells. mouse ES Peg3-LacZ reporter, beta-gal luminescence, 40 h. Potency, µM (highest dose often 60.7 µM), for the others: at the top dose activity change, positive = activation, hits mostly activators. 0.02% of 110,000 active. AID 1948;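 further: 0% = negative control wells on the plate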
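Imprint erasure is scored as LacZ activity from the silenced maternal Peg3 allele in feeder-free female ES cells cultured 40 h with LIF. Luminescence is normalized to in-plate negative controls and fitted to the Hill equation.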
p53ts 39C kill – p53ts cell cytotoxicity, nonpermissive temperature | 1.5% of 130,000 active | Potency, µM (highest dose often 46.1 µM), for the others: at the top dose activity change, negative = cell killing, hits mostly cytotoxic | H1299-p53A138V viability at 39C, ATP luminescence, 24 h; further: nearly all actives have a fitted effect of over 55% in size
IkB sig inh – IkB pathway inhibition in ABC-DLBCL cells; ABC-DLBCL IkBa-CBG/CBR dual luciferase ratio, 4 h; response scale: scaled: untreated 0%, proteasome inhibitor 100%; Potency, µM (doses to about 57.1 µM), for the others: at the highest dose IkBa stabilization activation; 0.04% of 110,000 active; AID 445; active means well fitted curve in the direction sought with a large enough effect in the signal ratio, not every such curve was filed as active; inconclusive means small, poorly fitted or top-dose-only effect, or a change in a side signal; the % refers to the signal ratio;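 further: the direction sought is a rising ratio; 0% = basal untreated cells and 100% = reference inhibitor full response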
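In this assay, an IκBα–CBG68 fusion accumulates when IKK-driven degradation is blocked; native CBR normalizes for cell number. OCI-Ly3 cells were treated 4 h with compound and doxycycline, then green and red light read after Chroma-Glo addition.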
The depositor's hits bear a star; ? = inconclusive; . = not tested or not shown; [ ] = dose if it differs, or a comment. Unless noted, the call rests on the fitted dose curve; in most records, active means well fitted curve in the direction sought with a large enough effect; inconclusive means small, poorly fitted or top-dose-only effect, or another doubt; inactive means no such curve, though single readings can be large; an effect the other way counts as inactive or inconclusive. Unless noted, on the % scale 0 is the no-effect control and ±100 the full control effect; potency means the concentration at half of the fitted maximal effect.

SMILES	p53ts 32C tox	Peg3 imprint	p53ts 39C kill	IkB sig inh
COc1ccc(-c2nc(CS(=O)CC(=O)NCc3ccccc3OC)c(C)o2)cc1 (stereo not drawn)	-8%	-11%[10.9 µM]	-6%	-1.0%
O=c1oc2c3c4c(cc2cc1-c1nc2ccccc2[nH]1)CCCN4CCC3	?	-41%[inhibitor]	?	?
COc1ccc(C2CC3(CC(C)(C)NC(=O)N3)Oc3cc(O)ccc32)cc1 (stereo not drawn)	2%	15%	1%	?
Cc1ccc(S(=O)(=O)c2c(N)n(Cc3ccco3)c3nc4ccccc4nc23)cc1	10%	.	3%	.
CCC(C(=O)Nc1ccccc1C(=O)N1CCCC1)N1C(=O)c2ccccc2C1=O (stereo not drawn)	-2%	-3%	5%	-1.1%
CCN(CC)C(=O)COc1ccc2oc(C)c(C(=O)OC(C)C)c2c1	21%	-11%	-5%	-0.5%
COc1ccc(NC(=O)COc2nc(N(C)C)nc(N(C)C)n2)cc1	14%	0%	5%	-0.5%
O=C(c1cc(F)cc(F)c1)N1CCC(c2nc(-c3ccc(S(=O)(=O)N4CCCC4)cc3)no2)CC1	-4%	-11%[10.9 µM]	-20%	?
O=C(NCCCN1CCN(c2cccc(Cl)c2)CC1)c1ccc2nc(Cc3ccccc3)oc2c1	6%	-22%[10.9 µM]	?	?
COCCSc1ccccc1C(=O)NCC1CCCO1 (stereo not drawn)	2%	-14%	20%	0.8%
Cc1ccccc1Nc1c(-c2cccc(Cl)c2)nc2ncccn12	1%	-8%[10.9 µM]	-5%	4.7%
CN(C)C=NC(=O)/C(C#N)=C1\CCc2ccccc2N1	25%	-10%	31%[activator]	-1.9%
CCSc1nnc(NC(=O)C2CCCN(S(=O)(=O)c3cnc[nH]3)C2)s1 (stereo not drawn)	0%	-2%	7%	4.0%
COc1cccc(N2C(=O)CSC23C(=O)N(Cc2ccccc2F)c2ccccc23)c1 (stereo not drawn)	18%	-8%[10.9 µM]	17%	2.7%
OC1CCN(C(c2ccc3ncccc3c2)c2nnnn2C2CCCCC2)CC1 (stereo not drawn)	3%	4%	6%	2.2%
O=C(CCCN1C(=O)c2ccccc2C1=O)Nc1c2c(nc3c1CCC3)CCC2	1%	-2%	-1%	-1.2%
O=C(Cn1cc(SCc2cccc(F)c2)c2ccccc21)N1CCOCC1	-10%	-16%[10.9 µM]	-22%	5.9%
CCN1CCN(C(=O)Cn2ncc3ccsc3c2=O)CC1	-6%	5%	-5%	-2.0%
CCOC(=O)c1ccc(NC(=O)Nc2c(C)nn(C)c2C)cc1	3%	12%	26%	-1.4%
COc1c(C)cccc1C(=O)Nc1cc(-c2nn3c(C)nnc3s2)ccc1C	-8%	-14%	-3%	5.0%
COc1ccccc1S(=O)(=O)Cc1ccc(C(=O)N2CCN(c3cc(Cl)ccc3C)CC2)o1	?	4%[10.9 µM]	?	?
CC(=O)Oc1ccc(Oc2ccc(-c3noc(C)n3)cc2)cc1	-3%	-18%	-10%	?
COc1ccccc1C(=O)N/C(=C\c1cn(S(=O)(=O)N(C)C)c2ccccc12)C(=O)NCCCn1ccnc1	1%	-7%[10.9 µM]	-3%	?
COc1ccc(NC(=O)Cn2c(=O)n(Cc3ccccc3OC)c(=O)c3cccnc32)cc1Cl	-14%	-8%[10.9 µM]	?	?
COc1cc(OC)c(OC)cc1CN1CCc2nc(Nc3ccc4c(c3)OCCO4)ncc2C1	-10%	-15%[10.9 µM]	-23%	-0.4%

Entries of single compounds, quoted from the list.
CN(C)C=NC(=O)/C(C#N)=C1\CCc2ccccc2N1 as listed: p53ts 32C tox = 25%; Peg3 imprint = -10%; p53ts 39C kill = 31%[activator]; IkB sig inh = -1.9%
CCOC(=O)c1ccc(NC(=O)Nc2c(C)nn(C)c2C)cc1 as listed: p53ts 32C tox = 3%; Peg3 imprint = 12%; p53ts 39C kill = 26%; IkB sig inh = -1.4%

Next part.
SMILES	p53ts 32C tox	Peg3 imprint	p53ts 39C kill	IkB sig inh
Cc1c(/C=N/n2cnnc2)c2ccccc2n1CCOc1ccc(Cl)cc1	16%	-21%	-8%	?
Cc1c(/C(Cc2ccccc2)=N/O)c2ccccc2n1C	4%	.	20%	.
O=C(NCCCc1nc2ccccc2n1Cc1ccc(Cl)cc1Cl)c1ccco1	5%	-5%[10.9 µM]	-19%	?
CC(=O)N1CCC2(CC1)CN(c1cccc(-c3ccccc3)c1)C2	-18%	.	-7%	-1.6%[11.4 µM]
COc1ccc(N2CCN(CC(=O)Nc3ccc(-n4cnnn4)cc3)CC2)cc1	1%	-7%	4%	0.9%
CCOc1ccc(NC(=O)N(C2CCCCC2)C(C)c2ccncc2)cc1 (stereo not drawn)	-7%	-3%	-7%	0.8%
COc1ccc2nc(-n3c(C)ccc3C)sc2c1	3%	-21%	-16%	1.7%
Cc1ccc(CNC(=O)C2CCCN(c3nc4ccccc4o3)C2)cc1 (stereo not drawn)	0%	?	0%	-1.3%
Cc1ccc2occ(CC(=O)N(Cc3ccc(Cl)cc3)C3CCS(=O)(=O)C3)c2c1 (stereo not drawn)	19%	18%[10.9 µM]	4%	?
O=C(O)Cn1cnc2scc(-c3cccs3)c2c1=O	4%	27%	-3%	1.0%
Cc1ccc(OCC(=O)N2CCN(C(=O)CCC3CCCC3)CC2)cc1	-5%	-1%	-10%	2.4%
CCN(CC)S(=O)(=O)c1ccc(C(=O)Nc2nnc(C(C)C)s2)cc1	25%	-12%	8%	-1.1%
CCc1ccccc1N(CC(=O)N1CCN(c2ccc(F)cc2)CC1)S(C)(=O)=O	-3%	-9%	3%	2.4%
O=C(c1cnccn1)N1CCC[C@@]2(CCN(c3cccc(-c4ccccc4)c3)C2)C1	-6%	.	-5%	0.6%[11.4 µM]
COc1ccc(-c2[nH]c(-c3ccccc3)nc2SCC(=O)Nc2ccc3c(c2)OCO3)cc1	?	6%[10.9 µM]	?	?
CC(=O)Nc1nonc1-c1nnc(SCC(=O)N(C)c2ccccc2)n1C	1%	-14%[10.9 µM]	-1%	-0.5%
NCCSSCCN	1%[9.22 µM]	0%[10.9 µM]	-5%[9.22 µM]	?
CCOC(=O)Cn1c(CN(Cc2ccccc2)Cc2ccccc2)nc2c1c(=O)[nH]c(=O)n2C	7%	-10%	-4%	1.5%
CCCN1CCN(CCCNC(=O)c2cc3c(Cl)nc4ccccc4c3s2)CC1	-5%	15%[10.9 µM]	?	-1.0%
Cc1cc(C)cc(NC(=O)CN(c2cc(C(F)(F)F)ccc2Cl)S(=O)(=O)c2ccccc2)c1	-2%	-14%[10.9 µM]	-7%	?
O=C(CSc1oc(-c2ccc(F)cc2)nc1S(=O)(=O)c1ccc(Cl)cc1)c1ccccc1	17%	-13%[10.9 µM]	-16%	0.7%
Cc1cc(C)nc(SCc2nnc(SCC#N)n2-c2cccc(Cl)c2)n1	6%	-8%	14%	0.0%
CCOc1ccccc1CNC(=O)c1cc2c(=O)n(Cc3ccccc3)ccc2nc1C	-6%	-9%[10.9 µM]	-20%	4.6%
COc1ccccc1NC(=O)CSc1nnc(NC(=O)NC2CCCCC2)s1	?	-6%[10.9 µM]	7.9µM*	?
Cc1sc(NC(=O)c2cccs2)c(C(=O)OC(C)C)c1C	-7%	.	8%	.
SMILES	p53ts 32C tox	Peg3 imprint	p53ts 39C kill	IkB sig inh
CCOC(=O)CN1C(=O)c2cccnc2Oc2ccccc21	-3%	-1%[10.9 µM]	0%	-1.7%
CCCc1cc(N2CCN(c3ccccn3)CC2)n2nc(C)c(-c3ccccc3)c2n1	0%	-1%	8%	-0.6%
CCCCN(C)C(=O)c1ccc2c(c1)N(CC)C(=O)c1ccccc1S2(=O)=O	2%	-12%	-11%	-1.4%
CCN(CC)S(=O)(=O)c1ccc(C(=O)NCCSc2c(-c3ccc(OC)cc3)[nH]c3ccccc23)cc1	-10%	-18%[10.9 µM]	3%	?
COc1cccc(-c2nn(C)c3sc(C(=O)NCc4ccc(OC)cc4OC)cc23)c1	32%[activator]	-8%[10.9 µM]	10%	?
Cc1ccccc1Cn1c(CN2CCN(c3ccc(F)cc3)CC2)nc2c1c(=O)n(C)c(=O)n2C	23%	-20%	35%[activator]	1.5%
O=C1CCC(=O)N1OCCCOc1ccc2c(c1)CCC2	-9%	-6%	-11%	0.9%
CCOc1ccccc1NS(=O)(=O)c1c(-c2ccc(C)cc2)csc1C(=O)OC	15%	-20%[10.9 µM]	-9%	?
COc1ccccc1CNc1nc2ccccc2c2nc(-c3cccc(C)c3)nn12	-10%	-14%[10.9 µM]	-8%	-1.3%
COC(=O)c1cc(NC(=O)c2cc3sccc3n2Cc2ccc(Cl)cc2)cc(C(=O)OC)c1	-3%	5%[10.9 µM]	-4%	0.8%
COC(=O)N1CCc2cc(OC)c(OC)cc2C1Cc1ccc(OC)cc1 (stereo not drawn)	3%[9.22 µM]	.	-6%[9.22 µM]	.
COc1ccc(S(=O)(=O)Nc2cccc(-c3ccc(N4CCOCC4)nn3)c2)cc1F	?	-13%[10.9 µM]	?	?
C1=C(c2ccccc2)CCN(c2nc3ccccc3n3cnnc23)C1	-2%	-28%	1%	?
Cc1nc2nc(SCC(=O)NCc3ccccc3)nn2c(C)c1Cc1ccccc1Cl	9%	6%[10.9 µM]	?	?
CCOc1ccc(NC(=O)c2oc3ccccc3c2NC(=O)Cc2cccs2)cc1	-6%	-13%[10.9 µM]	17%	?
CCOc1ccc2nc(N3CCCC(C(=O)Nc4ccccc4CC)C3)sc2c1 (stereo not drawn)	2%	9%[10.9 µM]	-7%	-1.0%
CCOC(=O)c1cc2c(=O)n3ccccc3nc2n(C)c1=NC(=O)c1c(-c2ccccc2Cl)noc1C	2%	-12%[10.9 µM]	21%	?
C/C(=N\O)c1cccc[n+]1Cc1ccccc1	4%[9.22 µM]	-16%[10.9 µM]	6%[9.22 µM]	-0.7%[11.4 µM]
O=C(Nc1ccc(N2CCOCC2)c(Cl)c1)c1ccc(F)cc1	-7%	.	-11%	.
COc1ccc(NC(=O)CCCN2C(=O)CCn3nc(-c4cn(C)c5ccccc45)cc32)cc1OC	8%	-7%[10.9 µM]	-9%	?
O=C1CN(C(=O)COC(=O)CCC(=O)c2ccc3c(c2)OCCO3)c2ccccc2N1	-3%	-4%	-2%	-0.3%
Cc1ccc(NC(=O)Cn2nc(C)c3nn(-c4ccc(Cl)cc4)c(C)c3c2=O)cc1C	2%	9%[10.9 µM]	-8%	-0.1%
Cc1nn(-c2cccc(C(F)(F)F)c2)c(Cl)c1/C=N/n1cnnc1	2%	-16%	-13%	0.1%
Cc1ccccc1Cn1cc(S(=O)(=O)CC(=O)Nc2nccs2)c2ccccc21	4%	-14%	-6%	?
Cn1c(=O)[nH]c(=O)c2c1nc(SCC(=O)O)n2CCc1ccccc1	8%	9%	6%	3.9%

Overlap with the part before: three compounds, then new ones.
SMILES	p53ts 32C tox	Peg3 imprint	p53ts 39C kill	IkB sig inh
Cc1nn(-c2cccc(C(F)(F)F)c2)c(Cl)c1/C=N/n1cnnc1	2%	-16%	-13%	0.1%
Cc1ccccc1Cn1cc(S(=O)(=O)CC(=O)Nc2nccs2)c2ccccc21	4%	-14%	-6%	?
Cn1c(=O)[nH]c(=O)c2c1nc(SCC(=O)O)n2CCc1ccccc1	8%	9%	6%	3.9%
COc1ccc(N=c2oc3c(OC)cccc3cc2C(=O)NCc2ccco2)c(OC)c1	-2%	-8%	-17%	3.4%
COc1ccccc1N1CCN(C(=O)N2CCOCC2)CC1	-4%	-5%	2%	0.4%
CC(=O)Nc1ccc(S(=O)(=O)N2CCN(C(C)CCc3ccccc3)CC2)cc1 (stereo not drawn)	1%	-4%	-3%	?
CN(C)CCN(Cc1ccccc1)S(=O)(=O)c1csc(C(N)=O)c1	-1%	-5%[10.9 µM]	8%	-0.8%
CCOc1ccccc1/C=c1\sc2ncnn2c1=O	-5%	11%	-11%	-1.2%
CCCCc1ccc(NC(=O)c2ccc(=O)n(Cc3cccc(C)c3)c2)cc1	2%	-11%[10.9 µM]	-3%	?
COC(=O)N1CCC2(CCCN(Cc3ccccc3OC)C2)CC1	-2%	.	-7%	2.7%[11.4 µM]
O=C(C1CCC1)N1CCc2cc(S(=O)(=O)NCCN3CCN(c4ccccc4F)CC3)ccc21	5%	-19%	-14%	?
Cc1cc(C(F)F)n2nc(C(=O)Nc3ccccc3Br)nc2n1	2%	0%	-11%	-0.7%

Source: PubChem (National Center for Advancing Translational Sciences (NCATS))
